CaV13 FRET inh: Disruptors of the CACNA1D IQ motif to Ca2+-dependent inactivation inhibitor domain association, primary screening, Förster resonance energy transfer in intact living …; HEK cells, CFP/YFP FRET ICDI-IQ, plate reader, 10 min; percent FRET-ratio fall versus neutral wells; inhibition, % at 12.3 µM; 340,000 compounds, 0.098% hits; AID 743397;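 active = mean replicate inhibition of at least 30% and at least 1% of replicates passing that level; inconclusive = only one of the two criteria is met; inactive = neither criterion is met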;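 also: 0% = median of the neutral control wells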
Glyco luc inh: blocks N-linked glycosylation in D54 reporter cells; D54 ERlucT glycosylation luciferase reporter, 24 h; percent of 100 nM tunicamycin response; reporter increase, % at 12.5 µM; 360,000 compounds, 0.23% hits; AID 588692;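 active = mean luciferase reporter signal, scaled so untreated is 0 and the glycosylation-blocking control 100, at or above a set limit in every replicate; inconclusive = mean reaches the limit but not every replicate does; inactive = mean below the limit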;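 also: luciferase carries N-glycosylation sites so blocking glycosylation raises the light; 0% = median of neutral control wells and 100% = median of 100 nM tunicamycin wells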
aDG glyco up: alpha-DG glycosylation activation; AID 624168; Pro5-aDG cells, alpha-DG glycosylation AlphaScreen (IIH6); 0% Pro5, 100% B10-LARGE cell signal; activation, % at 10 µM; 360,000 compounds, 0.22% hits;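 active = activation of at least 8% versus controls, or a plate z-score of at least 8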;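 also: Pro5 are CHO cells carrying HIG-tagged alpha-DG that lacks glycosylation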
H9c2 protect: modulators protecting cardiomyocytes from myocardial damage; 360,000 compounds, 0.63% hits; H9c2 cardiomyocytes, H2O2 injury protection, ATPLite, 2 h; protection from H2O2 cell death, % at 20 µM; AID 588492;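 active = compounds giving at least 50% protection of heart cells from peroxide-induced death in the single-dose screen, raw or plate-pattern-corrected value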;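 also: 0% = DMSO wells with peroxide and 100% = DMSO wells without peroxide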
PDI inh: PDI (human) enzyme inhibition; 350,000 compounds, 0.052% hits; inhibition, % at 10 µM; AID 588391; PDI insulin aggregation turbidity, A650, 90 min;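 active = mean inhibition across replicates of 30% or more, whatever share of single replicates reach that level; inconclusive = mean inhibition below 30% while every single replicate reaches 30%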;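 also: absorbance from insulin aggregation driven by PDI reduction with DTT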
MC4R antagonist: antagonists of human melanocortin 4 receptor (MC4R) | P32245 | inhibition, % at 6.5 µM | 360,000 compounds, 0.48% hits | MC4R-expressing cells, MTII-stimulated cAMP, LANCE TR-FRET;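 active = inhibition above its plate's cutoff, the mean of tested wells on that plate plus 3 SD, cut at about 29% in these data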;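 also: 0% = Melanotan II alone and 100% = Melanotan II plus saturating MCL0020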
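material = U2OS cells stably expressing human melanocortin 4 receptor (MC4R) | also added = Melanotan II challenge | dosing = single nominal compound dose of 6.5 µM | detection = TR-FRET with Eu-cAMP and labeled anti-cAMP, 671 nm | replication = singlicate | timing = compound 30 min, challenge 1 h, detection 1 h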
MC4R ag barr: agonists of human melanocortin 4 receptor (MC4R) beta-arrestin. P32245. U2OS MC4R beta-arrestin complementation, luminescence; percent of melanotan II response, DMSO zero. activation, % at 8.9 µM. 360,000 compounds, 0.98% hits;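 active = activation above a per-plate cutoff, the mean activation of sample wells on that plate plus 3 SD, cut at about 8% in these data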
Vif imaging: HIV Vif inhibition | HEK293T cells, Vif self-association by quenched fluorescence, imaging, 24 h | inhibition, % at 7.49 µM | 340,000 compounds, 0.35% hits; in the data active = inhibition above about 50%, passing the limit was not always enough; inconclusive = no clear call, values can overlap the other calls; inactive = below about 31%; also: some results filed as inactive read as strong as hits
ABCB6 inh 2: human ABCB6 transporter inhibition. K562-ABCB6 porphyrin accumulation, flow cytometry, 1 h; hits give low values. fluorescence ratio to DMSO, % at 10 µM. Q9NP58. 360,000 compounds, 0.19% hits. AID 602162;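 active = fluorescence ratio to DMSO below 75%, the collection mean minus 3 SD; inconclusive = too few cells collected in the well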;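 also: signal is porphyrin accumulated inside mitochondria; 100% equals median channel fluorescence of DMSO control wells; lower ratio means ABCB6 inhibition with less porphyrin fluorescence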
Target sequence (Q9NP58 whole entry, looked up): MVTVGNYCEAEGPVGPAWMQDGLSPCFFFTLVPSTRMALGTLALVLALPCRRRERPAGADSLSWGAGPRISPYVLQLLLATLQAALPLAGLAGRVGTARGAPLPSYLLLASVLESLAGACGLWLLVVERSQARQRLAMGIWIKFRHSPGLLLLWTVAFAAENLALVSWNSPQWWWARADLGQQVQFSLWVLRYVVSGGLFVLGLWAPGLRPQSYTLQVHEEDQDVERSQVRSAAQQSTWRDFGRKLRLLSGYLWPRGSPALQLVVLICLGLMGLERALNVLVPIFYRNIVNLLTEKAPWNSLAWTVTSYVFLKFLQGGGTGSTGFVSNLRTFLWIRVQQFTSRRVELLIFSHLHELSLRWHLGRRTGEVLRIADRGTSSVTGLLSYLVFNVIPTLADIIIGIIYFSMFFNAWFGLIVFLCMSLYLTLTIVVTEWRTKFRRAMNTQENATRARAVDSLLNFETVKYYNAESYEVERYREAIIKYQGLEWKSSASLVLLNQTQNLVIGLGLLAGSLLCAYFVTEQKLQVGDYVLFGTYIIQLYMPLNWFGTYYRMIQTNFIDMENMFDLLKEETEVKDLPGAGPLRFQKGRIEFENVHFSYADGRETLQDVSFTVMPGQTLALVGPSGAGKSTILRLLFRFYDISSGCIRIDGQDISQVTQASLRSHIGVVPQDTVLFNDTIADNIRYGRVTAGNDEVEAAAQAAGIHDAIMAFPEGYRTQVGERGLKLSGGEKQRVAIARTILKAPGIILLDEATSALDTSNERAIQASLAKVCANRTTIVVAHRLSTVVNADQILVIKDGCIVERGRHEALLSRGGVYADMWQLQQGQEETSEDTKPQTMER
m5-HT2A agonist: agonists of mouse serotonin 5-HT2A receptor (HTR2A); AID 624169; activation, % at 7.6 µM; 360,000 compounds, 0.66% hits; CHO-K1 mHTR2A beta-arrestin complementation, luminescence; percent of 30 µM serotonin response;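 active = activation above a run cutoff, the mean activation of all tested compounds plus 3 SD, cut at about 14% in these data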;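 also: 0% = plate median of compound wells and 100% = 30 µM serotonin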
Starred values were filed as active, the others as inactive.

For O=C(O)Cn1cc(/C=C2\C(=O)NC(=O)N(Cc3ccco3)C2=O)c2ccccc21 the results were CaV13 FRET inh -10, Glyco luc inh 3, aDG glyco up 0.3, H9c2 protect 9, PDI inh -4, MC4R antagonist 0, MC4R ag barr -2.4, Vif imaging -10, ABCB6 inh 2 100 and m5-HT2A agonist 1.
For Cc1ccc(/C=C2\C(=O)NC(=O)N(CCc3ccc(F)cc3)C2=O)s1 the results were CaV13 FRET inh 3, Glyco luc inh 3, aDG glyco up -0.5, H9c2 protect -1, PDI inh -3, MC4R antagonist 5, MC4R ag barr -1.7, Vif imaging 2, ABCB6 inh 2 100 and m5-HT2A agonist 0.
CN1CCCC(C(=O)c2ccc(-c3ccccc3)cc2)C1 (centres undefined) was read as CaV13 FRET inh -20, Glyco luc inh -6, aDG glyco up -0.2, H9c2 protect 3, PDI inh 2, MC4R antagonist -2, MC4R ag barr -1.8, Vif imaging -2, ABCB6 inh 2 107 and m5-HT2A agonist -6.
`CCCC(C)n1[nH]c(=O)c2c1NC(=O)CSC2c1ccc(OC)c(OC)c1` (centres undefined) gave CaV13 FRET inh -5, Glyco luc inh 0, aDG glyco up -0.1, H9c2 protect 3, PDI inh 1, MC4R antagonist 3, MC4R ag barr -2.2, Vif imaging -5, ABCB6 inh 2 99 and m5-HT2A agonist 1.
For Cc1cccc2c1N(N=O)CCC2 the results were CaV13 FRET inh -7, Glyco luc inh 2, aDG glyco up -0.2, H9c2 protect -2, PDI inh -6, MC4R antagonist 3, MC4R ag barr -1.6, Vif imaging 7, ABCB6 inh 2 87 and m5-HT2A agonist 1.
O=[N+]([O-])c1ccc(N2CCNCC2)cc1NCc1ccco1 was read as CaV13 FRET inh -6, Glyco luc inh 2, aDG glyco up -0.2, H9c2 protect 4, PDI inh 4, MC4R antagonist 8, MC4R ag barr -0.7, Vif imaging -5, ABCB6 inh 2 102 and m5-HT2A agonist -6.
For CN1C(=O)C(=Cc2ccccc2Oc2ccc(Cl)c(F)c2)C(=O)N(C)C1=O the results were CaV13 FRET inh -5, Glyco luc inh 2, aDG glyco up -0.3, H9c2 protect -13, PDI inh -7, MC4R antagonist -3, MC4R ag barr -1.5, Vif imaging 4, ABCB6 inh 2 98 and m5-HT2A agonist 5.
Screening O=C1OCCC1C(=O)c1ccccc1 (centres undefined) returned CaV13 FRET inh -5, Glyco luc inh 0, aDG glyco up 0.2, H9c2 protect 3, PDI inh 5, MC4R antagonist 2, MC4R ag barr -1.6, Vif imaging 19, ABCB6 inh 2 92 and m5-HT2A agonist 1.
Screening Cn1c(O)c(C(=NCCc2c[nH]c3ccccc23)c2ccccc2)c(=O)n(C)c1=O returned CaV13 FRET inh -4, Glyco luc inh 3, aDG glyco up 0.1, H9c2 protect 13, PDI inh 23, MC4R antagonist -4, MC4R ag barr -3.8, Vif imaging -1, ABCB6 inh 2 101 and m5-HT2A agonist 1.
CN1CCCC1c1ccc(=O)[nH]c1 (centres undefined) was read as CaV13 FRET inh -6, Glyco luc inh 1, aDG glyco up -0.1, H9c2 protect 0, PDI inh -6, MC4R antagonist 1, MC4R ag barr -0.4, Vif imaging -16, ABCB6 inh 2 98 and m5-HT2A agonist 2.
Screening O=C1CN=C(c2ccc(Cl)cc2)c2oc3ccccc3c2N1 returned CaV13 FRET inh -14, Glyco luc inh -7, aDG glyco up 0.0, H9c2 protect -4, PDI inh -11, MC4R antagonist -7, MC4R ag barr 11*, Vif imaging 11, ABCB6 inh 2 96 and m5-HT2A agonist 1.
`O=C1C(Br)C2CCC1C2C(=O)O` (centres undefined) gave CaV13 FRET inh -6, Glyco luc inh 0, aDG glyco up -0.1, H9c2 protect -6, PDI inh 1, MC4R antagonist 7, MC4R ag barr -0.5, ABCB6 inh 2 96 and m5-HT2A agonist 2.
For COc1cc2c(cc1OC)C13CCN4C=C5CCOC6CC(=O)N2C1C6C5CC43 (centres undefined) the results were CaV13 FRET inh -8, Glyco luc inh 5, aDG glyco up 0.1, H9c2 protect 5, PDI inh -2, MC4R antagonist 5, MC4R ag barr 0.9, Vif imaging 0, ABCB6 inh 2 105 and m5-HT2A agonist 4.
Screening O=c1[nH]c(=S)[nH]c(O)c1N=Nc1ccc(S(=O)(=O)N2CCOCC2)cc1 returned CaV13 FRET inh -18, Glyco luc inh 7, aDG glyco up 0.0, H9c2 protect -5, PDI inh 2, MC4R antagonist -20, MC4R ag barr 0.3, Vif imaging -6, ABCB6 inh 2 102 and m5-HT2A agonist 0.
Screening CC(C)(C#CC(=O)O)OOC(c1ccccc1)(c1ccccc1)c1ccccc1 returned CaV13 FRET inh -4, Glyco luc inh -1, aDG glyco up -0.1, H9c2 protect -4, PDI inh -3, MC4R antagonist 16, MC4R ag barr -0.9, Vif imaging -5, ABCB6 inh 2 98 and m5-HT2A agonist -1.
COP(=O)(C#Cc1ccccc1)C(O)c1ccc(Br)cc1 (centres undefined) was read as CaV13 FRET inh -5, Glyco luc inh 0, aDG glyco up -0.1, H9c2 protect 2, PDI inh 13, MC4R antagonist 4, MC4R ag barr 1.0, Vif imaging -11, ABCB6 inh 2 101 and m5-HT2A agonist 2.
`O=C1NC(=O)C(CCc2ccncc2)(C2CCCCC2)C(=O)N1` gave CaV13 FRET inh -4, Glyco luc inh 1, aDG glyco up 0.0, H9c2 protect 14, PDI inh 5, MC4R antagonist 7, MC4R ag barr 3.6, Vif imaging -2, ABCB6 inh 2 107 and m5-HT2A agonist -1.
CCOC(C(=O)OCCC[N+](C)(CC)CC)(c1ccccc1)c1ccccc1 was read as CaV13 FRET inh -7, Glyco luc inh 2, aDG glyco up 0.0, H9c2 protect 1, PDI inh 13, MC4R antagonist -1, MC4R ag barr -0.1, Vif imaging 0, ABCB6 inh 2 97 and m5-HT2A agonist 7.
O=C(Cc1ccccc1)NC(Oc1ccccc1Cl)C(Cl)(Cl)Cl (centres undefined) was read as CaV13 FRET inh -6, Glyco luc inh 1, aDG glyco up -0.3, H9c2 protect -10, PDI inh 0, MC4R antagonist 2, MC4R ag barr 1.0, Vif imaging -15, ABCB6 inh 2 107 and m5-HT2A agonist 0.
O=C(Cc1ccccc1)OCC(=O)c1ccc(F)cc1 was read as CaV13 FRET inh -10, Glyco luc inh -1, aDG glyco up 0.0, H9c2 protect -3, PDI inh 0, MC4R antagonist 6, MC4R ag barr -1.5, Vif imaging 87*, ABCB6 inh 2 99 and m5-HT2A agonist 8.

The list goes on; it opens with the two that closed the last part.
O=C(Cc1ccccc1)NC(Oc1ccccc1Cl)C(Cl)(Cl)Cl (centres undefined) was read as CaV13 FRET inh -6, Glyco luc inh 1, aDG glyco up -0.3, H9c2 protect -10, PDI inh 0, MC4R antagonist 2, MC4R ag barr 1.0, Vif imaging -15, ABCB6 inh 2 107 and m5-HT2A agonist 0.
O=C(Cc1ccccc1)OCC(=O)c1ccc(F)cc1 was read as CaV13 FRET inh -10, Glyco luc inh -1, aDG glyco up 0.0, H9c2 protect -3, PDI inh 0, MC4R antagonist 6, MC4R ag barr -1.5, Vif imaging 87*, ABCB6 inh 2 99 and m5-HT2A agonist 8.
Brc1cccc(CNCCc2ccc3c(c2)OCO3)c1 was read as CaV13 FRET inh -6, Glyco luc inh 1, aDG glyco up 0.1, H9c2 protect 6, PDI inh 2, MC4R antagonist 5, MC4R ag barr -0.5, Vif imaging -9, ABCB6 inh 2 99 and m5-HT2A agonist 21*.
For O=C(C1CCC(=O)N1C1CCCC1)N1CCC2(CC1)OCCO2 (centres undefined) the results were CaV13 FRET inh -5, Glyco luc inh -1, aDG glyco up -0.3, H9c2 protect 3, PDI inh -2, MC4R antagonist 7, MC4R ag barr -1.9, Vif imaging 34, ABCB6 inh 2 103 and m5-HT2A agonist -1.
`C[C@@H]1C(=O)O[C@@H]2[C@H](O)C34[C@@H]5OC(=O)C3(O[C@H]3OC(=O)[C@H](O)C34[C@H](C(C)(C)C)[C@H]5O)[C@@]12O` (some centres undefined) gave CaV13 FRET inh -12, Glyco luc inh 1, aDG glyco up -0.1, H9c2 protect 19, PDI inh 0, MC4R antagonist -7, MC4R ag barr -1.8, Vif imaging -2, ABCB6 inh 2 87 and m5-HT2A agonist 8.
For CN1C(=O)C(=Cc2ccccc2OCc2ccc(C(=O)O)cc2)C(=O)N(C)C1=O the results were CaV13 FRET inh -5, Glyco luc inh 0, aDG glyco up -0.2, H9c2 protect 4, PDI inh -7, MC4R antagonist -6, MC4R ag barr -0.5, Vif imaging 16, ABCB6 inh 2 103 and m5-HT2A agonist 2.
Screening c1ccc2c(c1)CN(Cc1ccc3c(c1)OCO3)Cc1cnnn1-2 returned Glyco luc inh -1, aDG glyco up 0.1, H9c2 protect 2, PDI inh -2, MC4R antagonist 7, MC4R ag barr -0.6, Vif imaging -2, ABCB6 inh 2 100 and m5-HT2A agonist -3.
`O=C1NC(=O)C(=Cc2ccccc2OCCOc2ccc([N+](=O)[O-])cc2)C(=O)N1` gave Glyco luc inh 2, aDG glyco up 0.2, H9c2 protect 2, PDI inh 5, MC4R antagonist -2, MC4R ag barr -1.8, Vif imaging 1, ABCB6 inh 2 102 and m5-HT2A agonist 0.
Cn1c(O)c(C(=Nc2ccccc2)SCc2ccc(Cl)cc2)c(=O)n(C)c1=O was read as CaV13 FRET inh -19, Glyco luc inh 0, aDG glyco up 0.1, H9c2 protect -3, PDI inh 2, MC4R antagonist -4, MC4R ag barr -1.2, Vif imaging inconclusive, ABCB6 inh 2 99 and m5-HT2A agonist 3.
For CCOC(=O)c1cc(C)sc1/N=C/C1C(=O)NC(=S)NC1=O the results were CaV13 FRET inh -7, Glyco luc inh 4, aDG glyco up -0.4, H9c2 protect 0, PDI inh -9, MC4R antagonist -7, MC4R ag barr -2.3, Vif imaging -5, ABCB6 inh 2 101 and m5-HT2A agonist 4.
`COC12C(COC(N)=O)C3=C(C(=O)C(C)=C(N)C3=O)N1CC1C2N1C` (centres undefined) gave Glyco luc inh 0, aDG glyco up 0.1, H9c2 protect 2, MC4R antagonist -39, MC4R ag barr -1.6, Vif imaging 32, ABCB6 inh 2 104 and m5-HT2A agonist -3.
For Clc1ccc(OCC#CCN2CCCCCC2)cc1 the results were CaV13 FRET inh 1, Glyco luc inh -1, aDG glyco up 0.3, H9c2 protect 4, PDI inh 0, MC4R antagonist -3, MC4R ag barr -1.7, Vif imaging 2, ABCB6 inh 2 94 and m5-HT2A agonist -13.
For COc1ccc(C(C)=O)cc1CC(C(=O)c1ccc(Br)cc1)N(C)C (centres undefined) the results were CaV13 FRET inh -5, Glyco luc inh 0, aDG glyco up 0.0, H9c2 protect 6, PDI inh 5, MC4R antagonist -4, MC4R ag barr 1.7, Vif imaging 21, ABCB6 inh 2 96 and m5-HT2A agonist 1.

This is a subset; rates above refer to the full screens.
